Source: PubChem BioAssay
JMJD2A Tudor inh: inhibitors of human JMJD2A Tudor domain; hit rate 4.4% among 390,000; O75164; AlphaScreen JMJD2A-Tudor / H3K4me3 peptide binding; Potency, µM (titrated, usually from 114 µM), for the others: at the top dose activity change, negative = inhibition, most hits filed as inhibitors; AID 504339; note: % is set by controls: 0 for no effect and ±100 for the full control effect; nearly all actives have a fitted effect of over 50% in size
GLS inh: blocks human kidney-isoform glutaminase activity; GLS enzymatic activity, qHTS titration; hit rate 0.21% among 410,000; Potency, µM (doses to about 45.5 µM), without a hit: at the highest dose activity change, negative = inhibition, usual class: inhibitors; AID 624170; O94925; note: % is set by controls: 0 for no effect and ±100 for the full control effect
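Assay buffer: 45 mM KH2PO4 pH 8.2, 0.02% Tween-20. hKGA acts on L-glutamine (1 mM solution added); product glutamate is reported by an oxidase/peroxidase Amplex Red coupling, with fluorescence taken at baseline and 30 min.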
Pin1 inhibitor: blocks the human prolyl isomerase Pin1. Q13526. Pin1 FP peptide displacement, HiFluor488, 10 min. Potency, µM (doses to about 115 µM), without a hit: top-dose activity, negative = inhibition, usual class: inhibitors. hit rate 0.009% among 390,000; active = well fitted inhibition curve with a large enough effect in the polarisation, with a control signal flat, not every such curve was filed as active; inconclusive = small, poorly fitted or top-dose-only effect, or effect the other way, or a change in a side signal; inactive = no such curve, though single readings can be large or run the other way; the % refers to the polarisation; note: % is set by controls: 0 for no effect and ±100 for the full control effect
POLI inh: blocks human DNA polymerase iota activity; Q9UNA4; Pol iota fluorescent replication assay, 10 min; Potency, µM (series often up to 115 µM), without a hit: at the top dose activity, negative = inhibition, hits mostly inhibitors; hit rate 1% among 390,000
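Fluorescent replication assay read twice, at 0 min and 10 min after adding 50 nM (final) substrate. Enzyme (10 nM) and compounds were first incubated 15 min at room temperature; enzyme-free buffer wells were negative controls.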
G9a inh: G9a (human) methyltransferase inhibition | G9a H3K9 monomethylation, AlphaScreen, 2 h | Potency, µM (titrated, usually from 102 µM), for the others: at the highest dose activity, negative = inhibition, actives largely listed as inhibitors | hit rate 8.8% among 350,000 | AID 504332; note: % is set by controls: 0 for no effect and ±100 for the full control effect; nearly all actives have a fitted effect of over 75% in size
Target sequence (Q96KQ7 913-1193 limits assumed): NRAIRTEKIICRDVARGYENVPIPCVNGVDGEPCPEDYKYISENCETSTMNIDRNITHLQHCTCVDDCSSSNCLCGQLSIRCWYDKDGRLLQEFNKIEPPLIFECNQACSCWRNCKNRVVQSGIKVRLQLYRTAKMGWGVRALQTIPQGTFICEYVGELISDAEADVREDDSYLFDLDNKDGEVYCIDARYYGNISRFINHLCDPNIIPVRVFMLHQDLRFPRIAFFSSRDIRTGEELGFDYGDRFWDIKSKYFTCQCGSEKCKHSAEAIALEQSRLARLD
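Chemiluminescent proximity detection of H3K9 monomethylation, read after 10 min bead incubation in the dark. Reaction: 20 nM G9a, 500 nM biotin-H3K9 peptide, 20 uM SAM cofactor, 2 h, room temperature, following 15 min enzyme-compound preincubation.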
Tb PGK inh: T. brucei PGK inhibition; P07378; PGK/GAPDH coupled, Kinase-Glo luminescence, 60 min; hit rate 0.043% among 380,000; Potency, µM (doses to about 57.5 µM), for the others: top-dose activity change, negative = inhibition, usual class: inhibitors; note: % is set by controls: 0 for no effect and ±100 for the full control effect; nearly all actives have a fitted effect of over 60% in size
Target sequence (P07378 whole entry, looked up): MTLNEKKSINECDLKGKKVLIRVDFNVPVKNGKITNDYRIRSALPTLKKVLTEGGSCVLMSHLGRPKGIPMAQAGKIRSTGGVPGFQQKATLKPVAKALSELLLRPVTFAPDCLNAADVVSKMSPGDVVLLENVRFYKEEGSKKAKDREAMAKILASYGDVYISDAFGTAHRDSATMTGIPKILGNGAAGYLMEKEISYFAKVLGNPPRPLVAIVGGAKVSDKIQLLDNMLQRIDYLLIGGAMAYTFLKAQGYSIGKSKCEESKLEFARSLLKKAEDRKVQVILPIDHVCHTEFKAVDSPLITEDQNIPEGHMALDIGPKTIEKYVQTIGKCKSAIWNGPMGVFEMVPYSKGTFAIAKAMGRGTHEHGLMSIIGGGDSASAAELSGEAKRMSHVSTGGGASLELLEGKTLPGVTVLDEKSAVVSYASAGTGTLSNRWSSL
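Luminescent ATP detection (Kinase-Glo Plus) follows a 60-minute room-temperature incubation, with wells lacking PGK as controls. Buffer: 100 mM TEA (pH 7.6), 5 mM MgCl2, 0.01% Tween-20. Coupling enzyme GAPDH (100 nM final) supplies unstable 1,3-BPG in-well.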
HP1b chromo inh: blocks HP1-beta chromodomain binding to methylated histone tails. P83916. Potency, µM (highest dose often 114 µM), for inactives: top-dose activity change, negative = inhibition, hits mostly inhibitors. hit rate 0.56% among 390,000. AlphaScreen HP1-beta / biotin-H3K9me3 peptide binding. AID 540317; note: nearly all actives have a fitted effect of over 70% in size; inactives centre near 23
Target sequence (P83916 whole entry, looked up): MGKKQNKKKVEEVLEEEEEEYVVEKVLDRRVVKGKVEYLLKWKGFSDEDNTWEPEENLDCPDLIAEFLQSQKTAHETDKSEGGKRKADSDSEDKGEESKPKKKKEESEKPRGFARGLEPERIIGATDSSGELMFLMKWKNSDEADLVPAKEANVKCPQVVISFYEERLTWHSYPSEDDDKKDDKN
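AlphaScreen: HP1-beta (50 nM) preformed 30 min with biotin-H3(1-18)K9me3 peptide (50 nM) in PBS pH 7.4, 0.01% Tween-20. Compound added for 30 min at RT, then streptavidin donor/nickel chelate acceptor beads (10 ug/mL) for 30 min.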
BAZ2B block: inhibitors of human BAZ2B bromodomain. Q9UIF8. AlphaScreen BAZ2B-H3K14Ac peptide displacement. Potency, µM (top dose mostly 114 µM), for the others: top-dose activity change, negative = inhibition, most hits filed as inhibitors. hit rate 4.4% among 360,000; note: % is set by controls: 0 for no effect and ±100 for the full control effect; nearly all actives have a fitted effect of over 60% in size
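Multi-concentration screen (max 110 uM) measuring displacement of acetylated histone H3 peptide from BAZ2B by AlphaScreen, using 50 nM protein, 50 nM peptide and 10 ug/mL streptavidin donor plus Ni-chelate acceptor beads.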
BLM inh: inhibitors of human Bloom syndrome helicase BLM | recombinant BLM DNA unwinding, fluorescence dequenching | P54132 | Potency, µM (highest dose often 56.1 µM), inactives show top-dose activity change, negative = inhibition, hits mostly inhibitors | hit rate 0.2% among 350,000 | AID 2528;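 note: plate controls were vehicle for no effect and no enzyme for full effect; nearly all actives have a fitted effect of over 35% in size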
Starred values were filed as active, the others as inactive; i = inactive; u = inconclusive; x = no result given; & = joins results of further samples; [ ] = dose if it differs, or a comment. Unless noted, calls come from the whole dose curve; as a rule, active = well fitted curve in the direction sought with a large enough effect; inconclusive = small, poorly fitted or top-dose-only effect, or another doubt; inactive = no such curve, though single readings can be large; an effect the other way counts as inactive or inconclusive. Potency is the fitted concentration of half-maximal effect.

Structure | JMJD2A Tudor inh | GLS inh | Pin1 inhibitor | POLI inh | G9a inh | Tb PGK inh | HP1b chromo inh | BAZ2B block | BLM inh
CCNC(=O)N(CC)C[C@H]1N[C@@](Cc2ccccc2)(C(=O)OC)[C@H]2C(=O)N(C)C(=O)[C@@H]12 | -10% | 1% | 0% | 20% | x | -1% | 73%[activator] | x | x
Cc1nn(C)c2c1c(-c1ccccc1)cc(=O)n2Cc1ccccc1Cl | 29% | 6% | 11% | -7% | 74%[activator][59 µM] | -2% | 46%[activator] | 38%[activator] | -6%
O=C(COC(=O)C1CC2C=CC1C2)NCc1ccccc1Cl (stereo not given) | 15% | 1% | 0% | 16% | 12%[59 µM] | -9% | 33% | 14% | -2%
CN(C(=O)c1cccc(NC(=O)Cc2ccc(NC(=O)C3CCN(C(=O)CCc4ccccc4)CC3)cc2)c1)C1CC1 | 0% | -6% | -1% | 37%[activator] | x | -14% | 49%[activator] | x | x
CCn1c(Cc2cccc3ccccc23)nnc1SCC(=O)Nc1nccs1 | 79µM* | -13% | 2% | -2% | 10µM* | i | 26% | 6% | -13%
Cc1cc(C)nc(SC2CCCCC2NS(=O)(=O)c2ccccc2)n1 (stereo not given) | 4% | -9% | 5% | -15% | -3%[59 µM] | i | 30% | 14% | 1%
Cc1cccc(C)c1N(CC(=O)N1CCOCC1)S(C)(=O)=O | -2% | -2% | -4% | 213%[activator] | 11% | 0% | 52%[activator] | -3% | -3%
C[C@@]12CCC[C@H](O1)[C@@H]([C@H](O)c1ccccc1)O2 | 0% | 2% | u | -3% | x | 0% | 24% | x | x

Later entries.
Structure | JMJD2A Tudor inh | GLS inh | Pin1 inhibitor | POLI inh | G9a inh | Tb PGK inh | HP1b chromo inh | BAZ2B block | BLM inh
COc1ccc(CC(=O)N/N=C(\C)CC(=O)Nc2cccc(F)c2)cc1 | -4% | -5% | 4% | 74%[activator] | 21% | 9% | 37%[activator] | 3% | -3%
Cc1cc(C)c(C)c(S(=O)(=O)Nc2ccc(OCC(=O)O)cc2)c1C | -8% | 18% | 0% | 2% | 14% | 7% | 44%[activator] | 7% | 0%
Cc1onc(-c2ccccc2Cl)c1C(=O)N1CCOC12CCCCC2 | -9% | 0% | -7% | 33%[activator] | 31%[12.7 µM] | 0% | 30% | -4% | -5%
COc1ccc([C@H]2CC(=O)C=C(c3cccc(Cl)c3)C2)cc1OC | -20% | -6% | -1% | 10% | -6%[2.33 µM] | -7% | 34% | -37% | x
Cc1cc(C)n2nc(C(=O)OC(C)C(=O)c3cc(C)c(C)cc3C)nc2n1 (stereo not given) | -6% | 6% | 6% | -2% | 20%[0.501 µM] | -8% | 21% | 29% | x
O=C(CSc1ccc2c(c1)OCCO2)N1CCN(c2ccccc2)CC1 | -10% | 22% | -2% | -3% | u | -1% | 28% | -19% | x
CCNC(=O)c1cccc(S(=O)(=O)N2CCCCCC2)c1 | 0% | -1% | -4% | 2% | -1% | -9% | 43%[activator] | -16% | -7%
O=C(NCCc1ccc(F)cc1)C(=O)NCC1CCCN1S(=O)(=O)c1cccs1 (stereo not given) | -13% | 5% | 11% | 27% | -18% | 3% | 9% | 8% | x

5 compounds from above, sorted by molecular weight, rising.
Structure | JMJD2A Tudor inh | GLS inh | Pin1 inhibitor | POLI inh | G9a inh | Tb PGK inh | HP1b chromo inh | BAZ2B block | BLM inh
CCNC(=O)c1cccc(S(=O)(=O)N2CCCCCC2)c1 | 0% | -1% | -4% | 2% | -1% | -9% | 43%[activator] | -16% | -7%
COc1ccc([C@H]2CC(=O)C=C(c3cccc(Cl)c3)C2)cc1OC | -20% | -6% | -1% | 10% | -6%[2.33 µM] | -7% | 34% | -37% | x
COc1ccc(CC(=O)N/N=C(\C)CC(=O)Nc2cccc(F)c2)cc1 | -4% | -5% | 4% | 74%[activator] | 21% | 9% | 37%[activator] | 3% | -3%
Cc1onc(-c2ccccc2Cl)c1C(=O)N1CCOC12CCCCC2 | -9% | 0% | -7% | 33%[activator] | 31%[12.7 µM] | 0% | 30% | -4% | -5%
O=C(CSc1ccc2c(c1)OCCO2)N1CCN(c2ccccc2)CC1 | -10% | 22% | -2% | -3% | u | -1% | 28% | -19% | x

Next entries follow.
Structure | JMJD2A Tudor inh | GLS inh | Pin1 inhibitor | POLI inh | G9a inh | Tb PGK inh | HP1b chromo inh | BAZ2B block | BLM inh
CC(C)CC(c1nnnn1Cc1ccco1)N1CCN(C2CCCC2)CC1 (stereo not given) | -15% | -3% | 3% | 29% | -6%[59 µM] | 4% | 52%[activator] | -8% | -1%
CSc1nsc(SC)c1C(=O)Nc1ccc(C(C)(C)C)cc1 | 13% | -11% | 12% | u | -5%[59 µM] | -1% | 65%[activator] | -5% | -12%
NC(=O)c1c(NC(=O)C2CCCO2)sc2c1CCCC2 (stereo not given) | u | -14% | 3% | 12% | 3.2µM* | 2% | u | -29% | -13%
Cc1ccc(NC(=O)CN2C(=O)NC3(CCCc4ccccc43)C2=O)c(Cl)c1 (stereo not given) | -19% | 2% | 0% | -9% | x | -9% | -26%[57 µM] | x | x
COc1ccccc1NC(=O)COC(=O)c1ccc(S(=O)(=O)NCc2ccco2)cc1 | -14% | -7% | 8% | u | 46%[12.7 µM] | -1% | 11% | u | -4%
CC(C)CCSc1nc(N2CCOCC2)c2c(c1C#N)CC(C)(C)OC2 | 15% | 5% | 0% | 3% | 29% | 10% | 66% | 1% | -9%
Cc1ccc(-c2nc3ncccn3c2Nc2ccc3c(c2)OCCO3)cc1 | u | 4%&13% | 2%&3% | -5%&13% | 45µM* | -2%&-2% | u | u | -2%&-5%
CN(Cc1ccc(-n2cccn2)cc1)Cc1cn(C)nc1-c1ccccc1F | -23% | 2% | -6% | 47%[activator] | -10% | -3% | 18% | -9% | -5%

Next part:
Every second line gives: JMJD2A Tudor inh | GLS inh | Pin1 inhibitor | POLI inh | G9a inh | Tb PGK inh | HP1b chromo inh | BAZ2B block | BLM inh
> Cc1cc(C)cc(N(C(C)C(=O)N2CCCCC2)S(C)(=O)=O)c1 (stereo not given)
    -6% | 1% | 0% | 1% | 3%[59 µM] | -5% | 35% | -2% | -2%
> O=C(Nc1cc(Br)ccc1O)c1cnn2c(C(F)F)cc(C3CC3)nc12
    -6% | 4% | 0% | -5% | 2% | 1% | 51%[activator] | 2% | -9%
> C/C=C/C(=O)Nc1ccccc1Br
    -7% | 0% | -12% | 12% | -10%[12.7 µM] | x | 11% | -6% | 0%
> O=C(CN1c2cccc3cccc(c23)S1(=O)=O)NCCc1ccc(F)cc1
    -12% | 5% | 2% | 16% | x | 0% | 35% | x | x
> COc1cccc(NC(=O)CN(C)C(=O)CC2CC3CCC2C3)c1 (stereo not given)
    -3% | -11% | -6% | 5% | 3% | -5% | 37% | -6% | x
> Cc1cc(C(=O)Cn2nc(C(=O)O)c3ccccc3c2=O)c(C)n1CC(F)(F)F
    -8% | 6% | 5% | 174%[activator] | u | 4% | 16% | 5% | -2%
> O=C(Nc1ccc(N2CCOCC2)cc1)C1CCCN(S(=O)(=O)c2ccccc2)C1 (stereo not given)
    -21% | 24% | 1% | 6% | 20%[59 µM] | i | 37% | 6% | 0%
> O=c1[nH]c(Cc2cccc(C(F)(F)F)c2)nc2ccccc12
    2% | -1% | 2% | -12% | 17% | x | 31%[activator] | -7% | -5%
> O=C(O)c1ccc(Nc2c3ccccc3nc3ccccc23)cc1
    0% | 4% | 0% | 111%[activator] | u | -3% | 31% | -21% | -1%
> Cc1cc(Br)ccc1NC(=O)CNC(=O)COc1ccccc1C
    u | 22% | -4% | 20% | 10%[2.33 µM] | 10% | 18% | 12% | x
> CC1CCCN(S(=O)(=O)c2ccc(S(=O)(=O)NC(C)c3cccs3)cc2)C1 (stereo not given)
    -19% | 2% | -2% | u | 40µM* | x | -4% | 0% | -5%
> O=C(Cc1cccc(NC(=O)C2CCCN(C(=O)CCc3ccccc3)C2)c1)Nc1cccc(C(=O)N2CCCCC2)c1 (stereo not given)
    -16% | -10% | 3% | 29% | x | i | 22% | x | x
> CCC(C)c1ccc(NC(=O)COC(=O)C2CCCC2)cc1 (stereo not given)
    28% | 0% | -13% | 17% | x | 5% | 82%[activator] | x | x
> COc1ccc(-n2cnnc2SCC(=O)NC2CCS(=O)(=O)C2)cc1 (stereo not given)
    -6% | 15% | 1% | -1% | -4%[59 µM] | 4% | 13% | u | -1%
> CCOc1ccccc1NC(=O)c1cc(=O)c2ccc(C)cc2o1
    -16% | -7% | -1% | -2% | -6%[59 µM] | -9% | 12% | -16% | -9%
> COc1cc(C(=O)NCC(=O)NCC2COc3ccccc3O2)cc(OC)c1OC (stereo not given)
    -9% | 4% | 2% | 22% | 8%[0.501 µM] | -3% | 22% | 5% | x
> CC(OC(=O)C(C)N1C(=O)C2C3C=CC(C4CC34)C2C1=O)C(=O)c1ccccc1 (stereo not given)
    -9%[57.1 µM] | -3% | -2% | 21% | 3%[59 µM] | -8% | 43%[activator] | -1% | -3%
> CC(=O)NNc1nc(-c2ccccc2)c2cc(Br)ccc2n1
    -13%[57.1 µM] | -2% | -1% | -2% | u | i | 47%[activator] | 0% | -6%
> CCCC1(CCC)NC(=O)N(CC(=O)N2CCN(C(=O)c3ccco3)CC2)C1=O
    -8% | 2% | -1% | -10% | 8%[59 µM] | i | 73%[activator] | 11% | -3%
> Cc1ccccc1C1c2[nH]c3ccccc3c2CCN1C(=O)c1ccc(=O)n(C)n1 (stereo not given)
    u | -1% | 4% | 10% | -25%[59 µM] | i | -3% | 10µM* | -10%

An excerpt. The share of hits here may be higher or lower than overall.
